GRP78 ERSR act = inducers of ER stress response in human glioma cells; U87-MG GRP78 promoter luciferase reporter, 16 h; Potency, µM, for the others: at the top dose activation, most hits filed as activators; 420,000 compounds, 0.02% hits; AID 602332; further: potency means the concentration at half of the fitted maximal effect; series mostly up to about 76 µM; % of control where 0% means no effect; nearly all actives have a fitted effect of over 35% in size
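Stably transfected U87-MG human glioma cells carrying a GRP78-based luminescent sensor were seeded at 1000 cells/well, pin-dosed with compounds and incubated 16 h. Luciferase reagent was then added, and end-point luminescence was read after 10 min at room temperature.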
D2 ag = D2 dopamine receptor (human) agonism. 340,000 compounds, 0.53% hits. HEK293 T-REx D2 cells, calcium flux agonist mode. AID 485358. P14416. activation, % at 2 µM;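 active means activation over 3 SD above normal in the single-dose calcium agonist read, cut at about 30% in these data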; further: 0% is about no effect
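Calcium-flux readout, 1 cycle/sec over 180 s following compound pin transfer, in inducible HEK293 Trex D2 cells (force-coupled); dopamine controls included. Positive calcium responses during this window marked compounds as potential agonists.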
Vif-A3G inh = Vif-A3G binding inhibition; Q9HC16; HeLa A3G-eYFP + Vif (tagged APOBEC3G with the HIV-1 protein that degrades it), YFP fluorescence, overnight; Potency, µM (top dose mostly 46.1 µM), for the others: at the top dose activity, negative = active, actives largely listed as inhibitors; 410,000 compounds, 0.076% hits;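 further: potency means the concentration at half of the fitted maximal effect; on the % scale 0 is the no-effect control and ±100 the full control effect; nearly all actives have a fitted effect of over 60% in size; hits raise eYFP signal because A3G escapes Vif-driven loss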
Target sequence (Q9HC16 whole entry, looked up): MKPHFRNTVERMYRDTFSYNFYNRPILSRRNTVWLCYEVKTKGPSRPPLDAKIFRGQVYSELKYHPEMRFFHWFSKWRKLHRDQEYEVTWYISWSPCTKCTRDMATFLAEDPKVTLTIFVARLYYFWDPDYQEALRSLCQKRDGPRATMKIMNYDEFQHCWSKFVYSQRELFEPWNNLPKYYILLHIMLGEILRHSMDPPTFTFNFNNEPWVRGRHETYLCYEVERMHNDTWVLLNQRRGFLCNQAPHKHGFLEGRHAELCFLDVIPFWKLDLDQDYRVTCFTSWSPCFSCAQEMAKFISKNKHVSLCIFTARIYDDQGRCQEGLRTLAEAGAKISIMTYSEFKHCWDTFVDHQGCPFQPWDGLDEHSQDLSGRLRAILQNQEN
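HeLa cells stably expressing Vif and C-terminally eYFP-tagged A3G, seeded overnight at 37 deg C, then exposed to compound by pintool overnight at 37 deg C. Rise in yellow fluorescence (Ex 488/Em 500-530, Acumen) marks blocked Vif-driven A3G degradation.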
D2 antagonist = antagonists of human D2 dopamine receptor. P14416. inhibition, % at 10 µM. HEK293 TREx D2 cells, calcium flux, dopamine EC80. 340,000 compounds, 2% hits; in the data active means inhibition above about 30%; further: 0% is about no effect
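Cells plated overnight at 30 C with tetracycline; no-wash calcium dye, 30–90 min RT; 10 s baseline; compound pinned; 180 s read; EC80 dopamine added; another 180 s read.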
ALOX12 inh = ALOX12 (human) lipoxygenase inhibition. P18054. purified 12hLO, xylenol orange hydroperoxide absorbance. Potency, µM (titrated, usually from 108 µM), inactives show at the top dose activity change, negative = inhibition, usual class: inhibitors. 580,000 compounds, 1.1% hits; further: potency means the concentration at half of the fitted maximal effect; on the % scale 0 is the no-effect control and ±100 the full control effect
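Hydroperoxide product was detected by ferrous iron/xylenol orange as the 573 to 405 nm absorbance ratio. Arachidonic acid at 40 uM (final) was turned over for 30 min at room temperature by 150 nM human 12hLO, pH 7.0 Hepes buffer, after 15 min compound preincubation.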
Vif-A3F inh = Vif-A3F binding inhibition. HeLa A3F-eYFP + Vif (tagged APOBEC3F with the HIV-1 protein that degrades it), YFP fluorescence increase. Potency, µM (doses to about 46.1 µM), for the others: top-dose activity, negative = active. 390,000 compounds, 0.2% hits. AID 602313; further: potency means the concentration at half of the fitted maximal effect; % of control where 0% means no effect; nearly all actives have a fitted effect of over 65% in size
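HeLa cells stably expressing A3F-eYFP plus Vif, plated and incubated overnight at 37 deg C, then exposed to compounds overnight at 37 deg C. Blocked degradation read as raised yellow fluorescence (Ex 488/Em 500-530).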
RGS4 inhibitor = inhibitors of human regulator of G protein signaling 4. AID 504845. 390,000 compounds, 0.039% hits. P49798. Transcreener GDP fluorescence polarization, RGS4-accelerated GTP hydrolysis. Potency, µM (titrated, usually from 114 µM), for the others: at the top dose activity change, negative = inhibition, most hits filed as inhibitors; further: potency means the concentration at half of the fitted maximal effect; on the % scale 0 is the no-effect control and ±100 the full control effect; nearly all actives have a fitted effect of over 75% in size; some results filed as inactive show a strong effect at the top dose
Target sequence (P49798 whole entry, looked up): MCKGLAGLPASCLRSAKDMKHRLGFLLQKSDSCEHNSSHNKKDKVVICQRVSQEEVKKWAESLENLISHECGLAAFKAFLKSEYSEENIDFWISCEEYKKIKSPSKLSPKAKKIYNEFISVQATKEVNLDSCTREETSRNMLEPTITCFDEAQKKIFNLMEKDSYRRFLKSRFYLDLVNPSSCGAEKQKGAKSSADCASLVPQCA
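MLSMR compounds (23 nl, pin-transferred) preincubated 10 min at room temperature with a 500nM (2x) first reagent, then RGS4 at 900nM (2x) plus Transcreener GDP mix added; fluorescence polarization (620/688 nm) read before and after 90 min at 30 °C.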
LDHA block = LDHA (human) enzyme inhibition. P00338. purified LDHA, NADH/diaphorase-resazurin fluorescence; active compounds read low. activity change, % (values are at about 110 or 230 µM). 480,000 compounds, 0.15% hits. AID 1347041; in the data active means activity change below about -30%; inconclusive means mostly about -25% to -30%;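 further: plate controls were DMSO wells for no effect and wells without enzyme for full effect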
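Resorufin fluorescence (ex540/em590), read at 0 and 20 min after diaphorase/resazurin addition, reports the NADH left after a 5 min room-temperature reaction of 2 nM human LDH5 with 0.06 mM NADH and 0.2 mM pyruvate.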
ERG Ets-DNA blk = inhibitors of human ERG Ets domain-DNA interaction. P11308. fluorescence polarization, His-ERG Ets domain / labelled DNA. Potency, µM (doses to about 76.9 µM), for the others: at the top dose FP activity, negative = inhibition, hits mostly inhibitors. 370,000 compounds, 0.028% hits; active means well fitted inhibition curve with a large enough effect in the polarisation, with a control signal flat; inconclusive means small, poorly fitted or top-dose-only effect, or effect the other way, or a change in a side signal; inactive means no such curve, though single readings can be large or run the other way; the % refers to the polarisation;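 further: polarization taken with two DNA probes labelled with fluorescein and Texas red; potency means the concentration at half of the fitted maximal effect; % of control where 0% means no effect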
Target sequence (P11308 whole entry, looked up, the tested form may be a part): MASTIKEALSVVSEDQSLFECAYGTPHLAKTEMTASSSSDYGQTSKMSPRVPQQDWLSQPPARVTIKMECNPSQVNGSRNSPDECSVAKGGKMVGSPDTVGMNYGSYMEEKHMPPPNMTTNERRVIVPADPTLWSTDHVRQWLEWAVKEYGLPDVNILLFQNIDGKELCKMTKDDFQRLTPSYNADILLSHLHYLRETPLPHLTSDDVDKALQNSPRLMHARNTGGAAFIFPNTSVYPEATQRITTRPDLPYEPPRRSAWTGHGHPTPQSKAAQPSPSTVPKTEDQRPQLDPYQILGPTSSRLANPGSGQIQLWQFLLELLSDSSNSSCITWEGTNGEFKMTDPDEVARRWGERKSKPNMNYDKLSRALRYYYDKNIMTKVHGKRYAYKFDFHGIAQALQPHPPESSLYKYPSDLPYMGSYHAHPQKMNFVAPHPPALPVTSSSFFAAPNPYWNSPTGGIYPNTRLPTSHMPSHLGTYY
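His-tagged ERG Ets domain (1 uM in the protein solution; 300mM KCl, 50mM Tris-HCl, 1mM EDTA, 1mM DTT, pH 7.5) received compound, then a probe mix of 5 nM fluorescein-DNA and 100nM Texas-615-DNA. Fluorescence polarization was read for both dyes.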
Numbers without * were called inactive; ? = inconclusive; · = not tested or not shown; & = joins results of further samples; [ ] = another dose, or the depositor's remark. Unless noted, the call rests on the fitted dose curve; in most records, active means well fitted curve in the direction sought with a large enough effect; inconclusive means small, poorly fitted or top-dose-only effect, or another doubt; inactive means no such curve, though single readings can be large; an effect the other way counts as inactive or inconclusive. An excerpt; count on the stated rates, not on these rows.

no.	compound	ERG Ets-DNA blk	D2 ag	Vif-A3F inh	GRP78 ERSR act	D2 antagonist	RGS4 inhibitor	LDHA block	ALOX12 inh	Vif-A3G inh
1	CCn1c(CSc2nncn2-c2ccc(OC)cc2)nc2cc(S(=O)(=O)N(C)C)ccc21	3%	0.2	8%	-1%	11	-8%	-1	-4%	-6%
2	Cc1cc(NC(=O)Nc2ccc(Cl)cc2)no1	7%	0.0	-16%	6%	-6	0%	-5	0%	-7%
3	O=C(Nc1ccccc1N1CCOCC1)c1cc2ccccc2o1	-1%	-0.6	-10%	0%	5	-3%	-18	4%	-2%
4	CCN(CC)S(=O)(=O)c1ccc(NC(=O)CN(c2cccc(F)c2)S(C)(=O)=O)cc1	7%	1.4	-4%	-8%	17	6%	3	9%	-1%
5	CCc1ccc2oc(=O)cc(CN3CCN(CCO)CC3)c2c1	4%	-1.9	1%	-2%	18	6%[11.4 µM]	-2&3	13%&-9%	2%
6	COc1ccc(/C=N\NC(=O)c2c(C)nc3ccc(Br)cn23)cc1	-3%	·	-11%	-1%	·	-15%	-5	-3%	?
7	O=C(NCCc1csc(-c2cccnc2)n1)c1ccccc1	1%&10%	-7.4	5%&0%	-3%&2%	·	-26%&13%	1&-4	-12%&5%	-1%&2%
8	COc1ccc(NC(=S)N2CCN(S(=O)(=O)c3ccc(C)cc3)CC2)cc1	-1%	0.6	2%	-4%	1	-5%	-7	0%	0%
9	O=C(CSc1nc2ncc(Cl)cc2[nH]1)N(Cc1ccccc1)C1CCS(=O)(=O)C1 (configuration not stated)	10%	0.2	2%	-3%	22	-12%	1	0%	2%
10	Cc1ccc(CNC(=O)c2nc(SCc3ccc(F)cc3)ncc2Cl)cc1	0%	0.8	12%	-3%	·	15%	-6	-4%	2%
11	Cc1ccc(CNC(=O)c2ccc(N3CCC4(CC3)CC(c3ccccc3)=NO4)c(NC(=O)c3ccc(Cl)c([N+](=O)[O-])c3)c2)cc1	-1%	0.8	-10%	5%	0	-13%	-2	-3%	-1%
12	Cc1c(Br)cc(C(=O)N2CCCCCC2)c(C)c1C	-3%	2.1	·	-5%	-15	0%	0	1%	-5%
13	CCOC(=O)Cc1csc(NC(=O)CSc2nnc(Cc3csc(N)n3)n2C)n1	-6%	-1.8	1%	3%	9	-40%	-8	31%[activator]	1%
14	Cc1ccc2nc(CN3CCN(S(=O)(=O)c4ccc(C(C)C)cc4)CC3)oc2c1	-2%	-5.3	1%	-2%	·	-2%	5	-16%	1%
15	COc1ccc(-n2nnnc2SCC(=O)Nc2nnn(C)n2)cc1	5%	-0.9	3%	-3%	-5	3%	-7	4%	0%
16	CCN(CC(=O)Nc1cccc(F)c1)CC(=O)Nc1ccc2c(c1)OCCO2	·	·	-16%	0%	·	·	-2	0%	2%
17	Cn1cnc(S(=O)(=O)N2CCN(c3ccccc3)CC2)c1	6%	-0.9	-12%	-4%	-5	-31%	1	-11%	-6%
18	O=C(Nc1cc(C(F)(F)F)ccc1Cl)c1ccc(NC(=O)C(F)(F)F)cc1	13%	-0.1	-8%	4%	-6	17%	-9	-37%	-2%
19	c1cnc2ccc3c(c2c1)COCO3	0%	·	16%	-4%	·	-22%	7	-11%	1%
20	O=C(NCCCc1ccccc1)C(=O)NCC1OCCN1S(=O)(=O)c1ccccc1 (configuration not stated)	?	·	7%	-5%	·	-16%	-1	477%[activator]	-6%
21	CCOC(=O)c1ccc(CNC(=O)CSc2nc(NC(=O)c3ccccc3)c3c(C)c(C)oc3n2)cc1	1%	-0.4	1%	-2%	-3	-12%	4	21%	0%
22	O=c1[nH]c(SCc2c(F)cccc2Cl)nc2c1CCCC2	1%	1.5	·	·	·	9%	-11	-19%	·
23	COc1ccc(C[C@H]2CN3C(=NC[C@@H]3Cc3ccccc3)N2CCNC(=O)CCC2CCCCC2)cc1	3%	1.4	9%	-9%	-13	-3%	4	?	-2%
24	C#CCOCCOCCOCCNc1nc(N2CCN(C(=O)C([C@@H](C)CC)n3cc(C(N)CO)nn3)CC2)nc(N2CCN(C(=O)[C@H](CCC(=O)O)n3cc(C(N)CC(C)C)nn3)CC2)n1 (some centres not stated)	-2%	-0.6	4%	-4%	-2	-21%	1	·	1%
25	O=C(NCC1CCCN1S(=O)(=O)c1cccs1)c1ccccc1 (configuration not stated)	4%	-0.2	-1%	-3%	·	25%	-4	-27%	8%
26	Cc1nc(N2CCN(C)CC2)c2sc(=S)n(C)c2n1	7%	0.0	0%	1%	-4	11%	-14	·	0%
27	CSc1ccc(CNC(=O)CCn2ccc3cc(S(=O)(=O)N4CCCC4)ccc32)cc1	-3%&12%	0.1	5%&-2%	-1%&-2%	7	-18%[11.4 µM]	-1&-5	?	-4%&-3%
28	CC(=O)NCCc1ccc(S(=O)(=O)Nc2ccc(C)c(S(=O)(=O)N3CCOCC3)c2)cc1	-4%	0.4	1%	-1%	-1	7%	-5	12%	0%
29	CCOc1ccccc1NC(=O)N1CCCN(c2ncccc2C#N)CC1	22%	-1.0	5%	-3%	7	0%	-5	22%	1%
30	Cc1nn(C)c(C)c1S(=O)(=O)N1CCC(C(=O)NC2CCCc3ccccc32)CC1 (configuration not stated)	-5%	-0.2	2%	-5%	17	?	-10	-10%	0%
31	COc1ccc(C(=O)CCC(=O)N2CCN(c3cc(C)ccc3C)CC2)cc1	11%	-1.1	1%	2%	-3	-4%	0	-6%	3%
32	CCN(CC)CCCNC(=O)Cn1nc(C)n2c(cc3sccc32)c1=O	-2%	0.3	8%	-2%	·	19%	-8	-13%	4%
33	CC1CC1c1ccc(/C=C(\C#N)C(=O)Nc2cccc(Cl)c2Cl)o1 (configuration not stated)	-2%	2.3	5%	5%	-4	-21%	1	-7%	-11%
34	COc1ccc(S(=O)(=O)Nc2ccc3c(c2)N(C(C)=O)CCC3)cc1OC	·	-0.3	-2%	-1%	34*	-4%	0	?	1%
35	CCOc1nc(Nc2ccc(OC)c(Cl)c2)nc(N2CCN(c3ccc(OC)cc3)CC2)n1	-7%	0.7	-8%	-1%	12	-2%	-4	109%[activator]	2%
36	Cc1ccccc1NC(=O)Cn1c(=O)n(Cc2ccc3c(c2)OCO3)c(=O)c2ccc(C(=O)NC3CCCCC3)cc21	6%	0.4	-14%	0%	·	-9%	-2	-16%	-1%
37	Cc1cccc(/C=C/c2nc3ccccc3c(=O)[nH]2)c1	-6%	0.2	-12%	1%	4	-4%	-2	1%	-14%
38	O=[N+]([O-])c1cccc(OCC(O)CN2CCN(S(=O)(=O)c3cc(Cl)ccc3Cl)CC2)c1 (configuration not stated)	6%	0.4	-4%	0%	4	-31%	0	0%	7%
39	COc1ccc(OC)c(C2CC(=O)N3CN(c4cccc(Cl)c4)CSC3=C2C#N)c1 (configuration not stated)	-13%	0.6	-3%	-4%	11	?	3	?	0%
40	O=S(CC(O)COCc1ccc(Cl)cc1)c1ccccn1 (configuration not stated)	-6%	-0.1	-3%	-4%	-7	24%	-1	1%	3%
41	Cc1ccc(S(=O)(=O)N2CCN(C(=O)COC(=O)c3cc([N+](=O)[O-])ccc3NCCO)CC2)c(C)c1	7%	·	0%	1%	·	-8%	-5	6%	-8%
42	Cn1cccc1/C=C1/SC(=O)N(CC(=O)N2CCCC2)C1=O	0%	0.9	1%	-3%	-1	-5%	-2	?	3%
43	COc1ccccc1CNC(=O)C(C)n1nc(C)c2c(C)n(-c3ccccc3)nc2c1=O (configuration not stated)	-9%	-0.3	-4%	-4%	-6	14%[11.4 µM]	-5	4%	2%
44	Cc1c(CCO)c(=O)[nH]n1S(=O)(=O)c1ccc([N+](=O)[O-])cc1	-5%	0.1	1%	9%	0	-13%	-3	-14%	-7%
45	CC(=O)c1ccc(OCC(=O)N(C2CCCCC2)C2CCS(=O)(=O)C2)cc1 (configuration not stated)	1%	-1.1	6%	1%	7	-26%	-4	-1%	-5%
46	CCONC(=O)Nc1ccccc1[N+](=O)[O-]	17%	-0.1	3%	-4%	7	0%	-1	-23%	0%
47	Cn1cnnc1SC1CCCCC1NS(=O)(=O)c1ccccc1 (configuration not stated)	1%	0.1	-6%	-5%	-21	12%	-1	-9%	1%
48	COC(=O)c1ccc2c(c1O)C(=O)c1ccccc1C2=O	1%	1.5	3%	-3%	10	-19%	14	6%	-5%
49	Cc1ccc(OCC(=O)NCCCNC(=O)c2ccccn2)cc1	5%	-0.2	12%	-4%	-10	10%	0	5%	1%
50	Cc1cc(C)cc(C(=O)NCC(=O)NNC(=O)CSc2ccccc2F)c1	-12%	0.8	0%	0%	-4	-2%	-5	445%[activator]	6%
51	Cc1ccccc1CN1CCN(CC(=O)NCc2ccccn2)C1=O	-9%	0.1	1%	-2%	26	-18%	-2	30%	-1%
52	Cc1noc(C)c1S(=O)(=O)Nc1ccc(C(=O)Nc2ccc(OC(F)(F)F)cc2)cc1	3%	-0.7	4%	-1%	-16	-10%	1	-25%	-4%
53	COc1cc(Nc2nc(SCC#N)nc3ccccc23)cc(OC)c1OC	-5%	-0.7	-1%	-2%	-17	34%	-10	1%	0%
54	CC(=O)N1CCN(Cc2nc3cc(NC(=O)Nc4ccccc4)ccc3n2C)CC1	16%	0.8	-5%	-4%	-29	-26%	3	?	0%
55	CC(=O)N/N=C(\C)c1ccc(Br)cc1Br	-4%	-0.2	-5%	-5%	12	19%	-2	-27%	-7%
56	COc1ccc(N2CCN(C(=O)CCc3c[nH]c4ccccc34)CC2)cc1	0%	2.0	-21%	-3%	19	-17%	4	-16%	-1%
